Salmonella PhoP GFP: inhibitors of PhoP regulon expression, primary screen, Salmonella Typhimurium, GFP reporter (AID 1863). hit rate 0.16% among 300,000. S. Typhimurium PhoP-regulated promoter GFP reporter, 4 h; higher % means a stronger effect. one-dose inhibition, % at 50 µM; IC50 in µM for titrated hits;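 active = inhibition over 29.93%, a cutoff 3 SD above the screen mean, later confirmed by dose response; inconclusive = inhibition over 29.93% but no dose response follow-up; inactive = inhibition at most 29.93% or unconfirmed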;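 note: 0% = low Mg2+ inducing control and 100% = high Mg2+ repressing control; strong numbers were not always called active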
SIAH1 antagonists: Siah-1 peptide-binding antagonists, primary screen, biochemical, fluorescence polarization, rhodamine-plectin, uHTS (AID 1817); E3 ubiquitin-protein ligase SIAH1 (Homo sapiens); Siah-1 / rhodamine-plectin peptide fluorescence polarization; higher % means a stronger effect; displacement, % at 20 µM, or IC50 in µM where a hit was titrated; hit rate 0.02% among 290,000;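 active = displacement of at least 50% at 20 µM, with a fluorescence ratio check between 0.3 and a set limit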;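 note: plate controls were Siah plus tracer with DMSO for no effect and tracer alone without Siah for full effect; strong numbers were not always called active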
NTR1 ag: agonists of NTR1, primary screen, imaging, U2OS cells, beta-arrestin-GFP, high content (AID 493036). activation, % at 20 µM. Neurotensin receptor type 1 (Homo sapiens), P30989. NTR1-U2OS beta-arrestin-GFP spot imaging, agonist mode. hit rate 0.17% among 330,000;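 active = activation at or above 40% of the spot to cytoplasm intensity ratio, with at least 20 cells analyzed; inconclusive = wells under 20 cells, flagged as cytotoxic or low count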;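 note: 0% = DMSO without peptide and 100% = 100 nM NTR1 peptide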
Target sequence (P30989 whole entry, looked up): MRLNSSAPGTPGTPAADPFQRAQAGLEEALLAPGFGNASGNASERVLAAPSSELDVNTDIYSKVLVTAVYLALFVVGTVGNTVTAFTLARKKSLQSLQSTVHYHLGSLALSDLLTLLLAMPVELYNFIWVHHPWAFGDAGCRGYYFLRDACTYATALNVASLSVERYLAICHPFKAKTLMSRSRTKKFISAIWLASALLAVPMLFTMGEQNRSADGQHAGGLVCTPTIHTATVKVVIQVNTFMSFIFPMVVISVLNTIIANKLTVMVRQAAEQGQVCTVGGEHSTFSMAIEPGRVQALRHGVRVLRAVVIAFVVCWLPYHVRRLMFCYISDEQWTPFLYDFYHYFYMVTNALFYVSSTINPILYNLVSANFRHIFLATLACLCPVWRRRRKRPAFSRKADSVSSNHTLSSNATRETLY
GPR35 arrestin U2OS: GPR35 antagonists blocking zaprinast-driven arrestin recruitment, primary screen, imaging, U2OS, beta-arrestin-GFP, zaprinast agonist (AID 2058); hit rate 0.052% among 290,000; U2OS GPR35 beta-arrestin-GFP translocation imaging, zaprinast antagonism; higher % means a stronger effect; one-dose inhibition, % at 10 µM; IC50 in µM for titrated hits; G-protein coupled receptor 35 (Homo sapiens);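 active = inhibition of at least 50% with at least 30 cells and total cytoplasm GFP at most 10,000,000; inconclusive = under 30 cells or total GFP of 10,000,000 plus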
Myeloid diff 2: induction of myeloid progenitor differentiation, primary screen, cell-based, flow cytometry, MLPCN library | AID 624256, 2012 | hit rate 1% among 360,000 | ER-HoxA9 myeloid progenitors, lysozyme-GFP differentiation | calls only at 10 µM;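 active = normalized GFP-positive differentiation at or above the plate's own cutoff, the solvent-only control mean plus 3 SD; inconclusive = no clear call, values can overlap the other calls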;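 note: cells exposed to compound for four days before flow analysis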
LYP inhibition: inhibitors of LYP phosphatase, biochemical, fluorescence intensity, uHTS (AID 1779); recombinant LYP phosphatase, fluorescence intensity; higher % means a stronger effect; hit rate 0.054% among 290,000; one-dose inhibition, % at 11.5 µM; IC50 in µM for titrated hits; in the data active = inhibition above about 50%;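 note: plate controls were vehicle with enzyme for no effect and no enzyme for full effect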
HIV fusion peptide: inhibitors of HIV fusion peptide binding, primary screen, biochemical, uHTS, fluorescence dequenching (AID 1986); hit rate 0.3% among 290,000; cell-free peptide binding, fluorescence dequenching, 30 min; higher % means a stronger effect; inhibition, % at 20 µM, or IC50 in µM where a hit was titrated; in the data active = inhibition mostly above about 52%, no sharp cut-off; inactive = mostly below about 76%; note: some results filed as inactive read as strong as hits
Rac1 GTP hydrolysis: MgcRacGAP GTPase-activating activity inhibitors, confirmation, biochemical, ADP Hunter fluorescence; Rac GTPase-activating protein 1 (Homo sapiens); MgcRacGAP-stimulated Rac1 GTP hydrolysis, ADP Hunter fluorescence; higher % means a stronger effect; GST-tagged Rac1 F28L mutant substrate; inhibition, % at 30 µM; hits with a dose series show IC50 in µM; hit rate 0.6% among 340,000; AID 624330, 2012;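 active = first-screen hits whose inhibition reached a set limit at any dose in the follow-up dose series; inconclusive = inhibition above the set first-screen limit but never retested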;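 note: fluorescence reports GDP produced by GAP-driven GTP hydrolysis; strong numbers were not always called active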
GPR55 antagonists: GPR55 antagonists blocking LPI-driven arrestin recruitment, primary screen, imaging, U2OS, beta-arrestin-GFP, LPI agonist (AID 2013). one-dose inhibition, % at 10 µM; IC50 in µM for titrated hits. G-protein coupled receptor 55 (Homo sapiens). U2OS GPR55 beta-arrestin-GFP translocation imaging, LPI antagonism; higher % means a stronger effect. hit rate 0.13% among 290,000;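 active = spots per cell inhibited over 60%, with over 100 cells counted and total cytoplasm intensity under 500,000; inconclusive = wells with under 100 cells, flagged as likely toxic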;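 note: U2OS cells stably carrying GPR55 and arrestin-GFP stimulated by 5 µM LPI near EC80; imaged beta-arrestin-GFP aggregate spots per cell after agonist stimulation; plate controls were LPI-stimulated DMSO wells for no effect and DMSO wells without LPI for full effect; some results filed as inactive read as strong as hits; confirmed hits need IC50 under 10 µM and bright autofluorescent wells are also inconclusive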
NTR1 ag cell count 20 µM: further read-out of NTR1 ag, marked with its call; cell count; measured here: cell count, cytotoxicity flag
Myeloid diff 2 GFP+ MAC1+ %: second read-out of Myeloid diff 2, no call of its own (marks repeat the call); GFP+ MAC1+ double positive, %; measured here: differentiation confirmed by MAC1 staining
* hit, by the source's call; i = inactive; ? = inconclusive; / = not tested or not shown.

SMILES	Salmonella PhoP GFP	SIAH1 antagonists	NTR1 ag	NTR1 ag cell count 20 µM	GPR35 arrestin U2OS	Myeloid diff 2	Myeloid diff 2 GFP+ MAC1+ %	LYP inhibition	HIV fusion peptide	Rac1 GTP hydrolysis	GPR55 antagonists
CCN(CC)C(=O)c1ccc(S(=O)(=O)NCc2cccnc2)cc1	-4%	1%	-1.1	35	2%	i	2.0	-10%	0.8%	7%	21%
CC(C)(C)C(=O)NC(=S)NNC(=O)C(c1ccccc1)c1ccccc1	6%	-9%	18	50	-15%	i	0.9	-8%	3.5%	6%	-8%
COc1cccc(/C=N/NC(=O)c2ccc(N3CCCC3=O)cc2)c1	-6%	0%	3.2	45	6%	?	/	7%	1.3%	8%	-15%
O=C1N(c2cccc(Cl)c2)C(c2ccccc2)N2CCCN12 (configuration not stated)	-17%	5%	1.2	53	-12%	i	0.7	2%	1.9%	-10%	3%
CCOc1ccc(NC(=O)c2ccc(OC)cc2)cc1	1%	6%	-1.4	76	-9%	i	1.2	-11%	-2.8%	2%	-10%
CCOc1ccc(N2C(=O)CC(Sc3ncccn3)C2=O)cc1 (configuration not stated)	4%	0%	-1.5	73	0%	i	0.5	-12%	0.3%	10%	4%
O=S(=O)(NCC(c1ccco1)N1CCc2ccccc2C1)c1ccc(F)cc1 (configuration not stated)	10%	/	0.0	63	/	i	0.5	/	/	7%	/
C[C@H](NC(=O)[C@@H]1CSC2c3ccccc3C(=O)N21)C(=O)NCCc1ccc(F)cc1 (some centres not stated)	-5%	4%	-0.7	56	33%	i	1.1	-9%	0.9%	6%	-9%
Cc1sc(NC(=O)Cn2nc(C(F)(F)F)cc2C)c(C(=O)OC(C)C)c1C	1%	-2%	1.9	60	-8%	i	0.9	-1%	6.2%	6%	15%
COc1ccc(-c2nc3ccccn3c2Cl)cc1	-4%	1%	-0.1	101	15%	i	0.4	-8%	1.7%	4%	3%
Cc1cccc(NC(=O)Cn2cc(C(=O)C3CC3)c3ccccc32)c1	8%	6%	-0.3	63	-4%	i	1.1	-5%	-1.2%	3%	-1%
Cc1cc(C(=O)CN2CCC(C)CC2)c(C)n1-c1ccccc1F	19%	-1%	-1.5	54	1%	i	0.5	3%	4.1%	2%	12%
Cc1c(C=O)c2ccccn2c1C(=O)c1ccncc1	-2%	-2%	0.9	74	1%	i	0.4	-6%	-2.0%	3%	-16%
O=S(=O)(NC1CC1)c1ccc(S(=O)(=O)N2CCCc3ccccc32)cc1	-7%	-6%	2.4	70	-4%	i	2.6	-7%	-1.3%	2%	-2%
COC(=O)C1=CN(Cc2ccc(C)cc2)C=C(C(=O)OC)C1c1ccc(F)c(F)c1	-2%	5%	1.4	110	-17%	i	0.5	-5%	-1.0%	/	10%
Cc1ccc(S(=O)(=O)NC(C)C(=O)Nc2cccc([N+](=O)[O-])c2)cc1 (configuration not stated)	5%	3%	1.2	58	-10%	i	0.5	-4%	-1.5%	9%	15%
C[C@H](NC(=O)c1nc[nH]c1C(=O)NCC(=O)OC(C)(C)C)c1ccccc1	/	-4%	4.8	80	37%	i	0.7	-9%	-0.8%	14%	-2%
CCOC(=O)CSc1nc2sc3c(c2c(=O)[nH]1)CC(C)(CC)OC3 (configuration not stated)	-3%	3%	2.9	72	-4%	i	0.3	-5%	0.8%	9%	5%
COc1ccc(OC)c(Cc2nnc(CCC(=O)N3CCCCC3)o2)c1	-5%	2%	-0.4	42	-18%	i	0.7	0%	-0.6%	0%	5%
Cc1ccc(N(C)S(=O)(=O)c2cccc(C(=O)NCC(c3cccs3)N3CCOCC3)c2)cc1 (configuration not stated)	11%	/	0.8	69	/	i	0.5	/	/	9%	/
COc1cc(NC(=O)c2ccccc2F)c(OC)cc1NC(=O)CN1CCOCC1	-11%	9%	3.0	60	-11%	i	0.4	-8%	1.4%	9%	-6%
O=S(=O)(c1ccc(Cl)s1)N1CCC2(CC1)OCCO2	-2%	2%	1.1	60	0%	i	0.8	-3%	1.5%	6%	0%
Cc1c(C(=O)NCCCN2CCCC2=O)oc2c(Cl)cccc12	-7%	/	-0.7	73	/	i	0.2	/	/	5%	/
CCN(C(=O)Cn1c(=O)oc2ccccc21)c1cccc(C(F)(F)F)c1	2%	2%	9.4	110	1%	i	0.9	-10%	13%	15%	22%
COc1ccc(/C=C2\Oc3cc(OCC(=O)N4CC(O)C[C@H]4C(=O)O)ccc3C2=O)c(OC)c1OC (some centres not stated)	9%	0%	-0.1	99	2%	i	1.6	-4%	-0.1%	-1%	4%
CCCCNC(=O)c1cn(C)c2ccc(S(=O)(=O)N3CCCC3)cc2c1=O	3%	-6%	0.4	58	22%	i	1.8	-8%	-1.8%	-2%	6%
O=C(COc1ccc(/C=C\[N+](=O)[O-])cc1)N1CCOCC1	13%	-3%	14	49	-3%	i	0.5	-3%	-0.7%	11%	-5%
CC(C)(C)NC(=O)NCC1CCCC1NC(=O)NC(C)(C)C (configuration not stated)	-2%	-1%	-0.6	54	7%	i	0.5	1%	-0.1%	6%	2%
Cc1ccc(Cl)cc1NC(=O)C1C2CCC(O2)C1C(=O)O (configuration not stated)	0%	10%	3.4	59	-5%	i	0.3	-4%	0.5%	5%	-2%
CC(=O)Nc1c(O)n(C)c2ccccc12	15%	2%	0.1	60	-2%	i	6.4	-2%	-0.2%	-2%	7%
Cn1c(=O)c2c(nc(N3CCNCC3)n2Cc2cccc3ccccc23)n(C)c1=O	3%	-3%	-1.1	58	-7%	i	0.7	-4%	-0.6%	7%	3%
O=C1CC(N2CCN(c3ccccc3)CC2)C(=O)N1c1cccc(Cl)c1 (configuration not stated)	-9%	-7%	-0.4	60	11%	i	0.5	-6%	-1.6%	11%	2%
O=C(CC(NS(=O)(=O)c1ccc(Cl)cc1)c1ccco1)NCc1cccnc1 (configuration not stated)	-13%	0%	-0.1	66	5%	i	0.8	-10%	0.0%	7%	-1%
Cc1cccc(/C=C/C(=O)c2cc(Br)ccc(=O)c2O)c1	23%	4%	1.8	33	0%	i	0.8	4%	44%	9%	-3%
O=C(NCC1COc2ccccc2O1)c1cccc(S(=O)(=O)NCc2ccccc2)c1 (configuration not stated)	-5%	/	0.8	45	/	i	0.4	/	/	3%	/
CN(C)S(=O)(=O)c1ccc(C(=O)NCCS(=O)(=O)N2CCN(c3ccc(F)cc3)CC2)cc1	-12%	-1%	1.7	71	-1%	i	5.2	-8%	1.3%	7%	7%
Cc1ccc2nc(-c3cccc(N)c3)[nH]c2c1	-7%	-2%	-0.9	55	-7%	i	1.1	-7%	0.8%	13%	8%
CCOC(=O)/C(C#N)=N/Nc1c(C)n(C)n(-c2ccccc2)c1=O	-2%	1%	1.1	43	-4%	i	0.2	-5%	-1.3%	/	12%
O=C(COC(=O)C(Cc1ccccc1)NC(=O)c1ccco1)NC1CC1 (configuration not stated)	-9%	-1%	2.6	66	-4%	i	0.9	-6%	0.2%	7%	16%
O=C(c1ccccc1)N1N=C(C(F)(F)F)CC1(O)c1ccccc1 (configuration not stated)	13%	-4%	0.6	61	6%	i	0.7	-7%	-1.2%	8%	-22%
Cc1cccc(NC(=O)C2CC(=O)OC23CCCC3)c1 (configuration not stated)	-2%	10%	-0.1	52	-7%	i	1.5	-3%	2.0%	8%	10%
CCN1C(=O)[C@@H]2[C@@H](c3ccc(-c4ccc(F)cc4)cc3)N3CCCC[C@@]3(C(=O)OC)[C@@H]2C1=O	2%	/	-5.4	96	/	i	2.0	/	/	7%	/
COc1ccc(-n2c(Cc3cccn3C)nnc2SCC(=O)NCc2ccc(F)cc2)cc1	-3%	-1%	-1.4	53	7%	i	3.1	1%	0.4%	5%	-3%
Cc1ccc(-c2cc(C(=O)Nc3ccc(S(=O)(=O)Nc4onc(C)c4C)cc3)c3ccccc3n2)cc1	-1%	1%	-0.4	36	-4%	i	0.3	4%	18µM*	5%	-14%
O=C(COC(=O)/C=C/c1cccc(F)c1)NNC(=O)c1ccccc1	14%	5%	1.9	57	-4%	i	0.5	-5%	-2.0%	6%	6%
O=C1CCC(=O)N1c1ccccc1OS(=O)(=O)c1ccccc1	0%	8%	0.5	56	-6%	i	0.4	-8%	0.5%	4%	4%
O=C(Nc1ccc(Cl)c(C(F)(F)F)c1)c1ccncc1	4%	2%	2.5	65	16%	i	0.4	6%	-0.3%	-10%	-6%

Complete entries as entered above. Screens in order: Salmonella PhoP GFP | SIAH1 antagonists | NTR1 ag | NTR1 ag cell count 20 µM | GPR35 arrestin U2OS | Myeloid diff 2 | Myeloid diff 2 GFP+ MAC1+ % | LYP inhibition | HIV fusion peptide | Rac1 GTP hydrolysis | GPR55 antagonists
`Cc1cccc(NC(=O)Cn2cc(C(=O)C3CC3)c3ccccc32)c1` as listed: 8% | 6% | -0.3 | 63 | -4% | i | 1.1 | -5% | -1.2% | 3% | -1%
`Cc1c(C=O)c2ccccn2c1C(=O)c1ccncc1` as listed: -2% | -2% | 0.9 | 74 | 1% | i | 0.4 | -6% | -2.0% | 3% | -16%
`CC(C)(C)C(=O)NC(=S)NNC(=O)C(c1ccccc1)c1ccccc1` as listed: 6% | -9% | 18 | 50 | -15% | i | 0.9 | -8% | 3.5% | 6% | -8%

Three structures from above, ordered by SMILES length, rising.
SMILES	Salmonella PhoP GFP	SIAH1 antagonists	NTR1 ag	NTR1 ag cell count 20 µM	GPR35 arrestin U2OS	Myeloid diff 2	Myeloid diff 2 GFP+ MAC1+ %	LYP inhibition	HIV fusion peptide	Rac1 GTP hydrolysis	GPR55 antagonists
COc1ccc(OC)c(Cc2nnc(CCC(=O)N3CCCCC3)o2)c1	-5%	2%	-0.4	42	-18%	i	0.7	0%	-0.6%	0%	5%
CCOC(=O)CSc1nc2sc3c(c2c(=O)[nH]1)CC(C)(CC)OC3 (configuration not stated)	-3%	3%	2.9	72	-4%	i	0.3	-5%	0.8%	9%	5%
CN(C)S(=O)(=O)c1ccc(C(=O)NCCS(=O)(=O)N2CCN(c3ccc(F)cc3)CC2)cc1	-12%	-1%	1.7	71	-1%	i	5.2	-8%	1.3%	7%	7%

Screens as filed in PubChem BioAssay.
